# Screening results deposited in PubChem by Broad Institute.
# miR122 inh: inhibitors of miR-122 in Huh7 cells; Huh7 miR-122 Renilla luciferase sensor, 48 h; neutral wells = 0, positive control = 100; activation (reporter increase), % at 12.5 µM; 340,000 tested, 0.3% active;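 active = mean replicate activation score at least 90 and every replicate individually at or above 90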;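 also: higher luciferase means less miR-122 activity so hits act as miR-122 inhibitors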
# PglD DTNB: inhibitors of Campylobacter jejuni PglD acetyltransferase; purified PglD enzyme, DTNB colorimetric CoA detection; inhibition, % at 12.5 µM; 360,000 tested, 0.098% active; AID 602405; in the data active = inhibition above about 16%, passing the limit was not always enough; also: strong numbers were not always called active
# RAD54 branch: inhibitors of human RAD54 branch migration; Q92698; RAD54 Holliday junction branch migration, FAM/BHQ fluorescence; inhibition, % at 10.4 µM; 360,000 tested, 0.14% active;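 active = mean normalized replicate activity at least 40 and at least half of replicates scoring 40 or more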;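 also: 0% = median of neutral control wells and 100% = median of positive control wells; inhibitors cause a drop in the FAM fluorescence signal; in these data hits start at about 50%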
# Cneo AK release: Cryptococcus neoformans lysis via adenylate kinase release. C. neoformans lysis, adenylate kinase release luminescence, 4 h; normalised: neutral wells 0, clomiphene wells 100. lysis activity, % at 15 µM. 360,000 tested, 0.2% active;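 active = mean lysis activity across replicates of at least 80%, whatever share of replicates individually reach that level; inactive = mean lysis activity below 80%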
#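 Assay system: log-phase C. neoformans yeast / Quantity: yeast cell density of 5 × 10^6 cells/mL / Medium: fresh YPD growth medium / Compound: single dose / Timing: static 4 h at 37 °C with compound, 1 h detection / Measured by: adenylate kinase release luminescence / Read-out: lysis from increased AK signal / Benchmarks: Clomiphene as positive lysis control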
# E-sel inducer: E-selectin induction on HUVECs; HUVEC E-selectin immunofluorescence imaging; normalized: neutral wells 0, TNF-alpha wells 100; activation, % at 7.58 µM; 260,000 tested, 0.37% active;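 active = mean E-selectin-positive cell signal at least 10% of the positive control, reached in at least 60% of replicates, without over 20% cell loss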;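 also: in these data hits start at about 27%; measured in HUVEC primary endothelial cells; signal is the percent of cells scored E-selectin positive by PE staining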
# Target sequence (P16581 whole entry, looked up): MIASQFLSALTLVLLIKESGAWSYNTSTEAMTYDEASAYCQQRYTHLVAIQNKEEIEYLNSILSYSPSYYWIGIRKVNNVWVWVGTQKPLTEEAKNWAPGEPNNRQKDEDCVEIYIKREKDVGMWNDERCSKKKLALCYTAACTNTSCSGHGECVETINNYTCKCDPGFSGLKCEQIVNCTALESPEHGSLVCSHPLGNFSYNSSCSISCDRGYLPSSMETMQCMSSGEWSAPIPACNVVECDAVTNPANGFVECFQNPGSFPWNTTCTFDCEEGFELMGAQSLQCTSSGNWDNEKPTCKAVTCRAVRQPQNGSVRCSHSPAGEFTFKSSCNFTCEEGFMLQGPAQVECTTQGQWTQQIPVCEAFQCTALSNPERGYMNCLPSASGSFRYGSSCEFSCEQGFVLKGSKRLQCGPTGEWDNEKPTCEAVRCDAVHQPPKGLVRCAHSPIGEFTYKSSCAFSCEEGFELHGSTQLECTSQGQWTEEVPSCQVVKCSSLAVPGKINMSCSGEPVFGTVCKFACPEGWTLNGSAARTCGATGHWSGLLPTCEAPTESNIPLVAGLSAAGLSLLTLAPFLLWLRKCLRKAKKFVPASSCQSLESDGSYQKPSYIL
#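 Test system: HUVEC | Signal: Immunofluorescence imaging | Read-out: Percent E-selectin-positive cells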
# PGC1a acetyl inh: modulators of PGC1a acetylation; U2OS PGC1a acetylation, AlphaScreen anti-acetyl-lysine; with virally co-expressed GCN5 acetyltransferase; inhibition, % at 15.6 µM; 350,000 tested, 0.17% active; AID 651687;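 active = every replicate shows inhibition of at least 40%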;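 also: 0% = neutral control wells and 100% = positive control wells; some results beyond the cut were filed as inactive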
# ERAP1 inh: blocks human ERAP1 aminopeptidase activity | Q9NZ08 | recombinant ERAP1, Leu-AMC fluorescence, 60 min | inhibition, % at 10.7 µM | 340,000 tested, 0.15% active | AID 652197;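 active = mean replicate inhibition of at least 30%, or all replicates individually reaching that 30% level; inactive = mean below 30% and not every replicate reaching it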;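 also: 0% = neutral control wells and 100% = L-leucinethiol positive control wells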
# RAD52 inh: blocks human RAD52 DNA annealing | P43351 | recombinant RAD52 DNA annealing, FRET fluorescence | inhibition, % at 18.7 µM | 360,000 tested, 0.46% active | AID 651710;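 active = every replicate showing at least 50% inhibition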
# Target sequence (P43351 whole entry, looked up): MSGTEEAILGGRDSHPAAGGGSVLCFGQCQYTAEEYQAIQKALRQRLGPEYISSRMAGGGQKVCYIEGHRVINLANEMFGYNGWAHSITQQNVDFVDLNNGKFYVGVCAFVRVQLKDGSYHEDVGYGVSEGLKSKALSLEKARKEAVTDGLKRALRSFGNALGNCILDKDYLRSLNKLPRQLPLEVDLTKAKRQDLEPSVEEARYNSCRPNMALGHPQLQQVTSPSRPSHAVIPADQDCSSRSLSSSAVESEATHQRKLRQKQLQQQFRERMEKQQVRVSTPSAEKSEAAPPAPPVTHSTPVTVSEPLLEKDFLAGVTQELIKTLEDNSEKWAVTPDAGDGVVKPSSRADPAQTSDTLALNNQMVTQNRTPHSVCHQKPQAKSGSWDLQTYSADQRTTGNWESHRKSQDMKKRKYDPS
# An asterisk follows results filed as active; . = no result given; & = joins results of further samples; [ ] = dose if it differs, or a comment.
SMILES,miR122 inh,PglD DTNB,RAD54 branch,Cneo AK release,E-sel inducer,PGC1a acetyl inh,ERAP1 inh,RAD52 inh
C[C@@H]1CN([C@@H](C)CO)C(=O)c2cc(C#C[C@@H](C)O)cnc2O[C@@H]1CN(C)C(=O)CN1CCOCC1,-7[16.7 µM],0,8,-2,.,4,4,-1
Cc1cc(-c2nnc(SCC(=O)Nc3ccccc3Cl)n2C)no1,29,1,14,0,.,5,.,-10
CC1(C(=O)N(Cc2ccccc2)Cc2ccccc2)CC1(Br)Br (stereo not given),-2,2,0,1,.,-20,.,.
CNC(=O)C[C@H]1C(=O)N(CCc2ccccc2)C[C@@H]1CSC,-1,-1,-8,2,-0.1,.,21,-9
O=C(Nc1ccccc1)c1nnn(Cc2ccccc2)c1NC(=O)C(F)(F)F,15,1,0,2,.,-18,.,.
Cc1c(NC(=S)NC(=O)Cc2ccccc2)cccc1C(=O)O,-2,-3,-18,2,.,-9,0,3
COc1cc2c(cc1OC)CN(C(=O)CSC1=NCCS1)CC2,-16,-2,-1,1,0.1,.,-5,-30
CSc1ncc(C(=O)O)c(C)n1,-5,3,-2,5,-0.1,-3,-8,-25
Cc1ccc(S(=O)(=O)N(C)C[C@@H]2Oc3ccc(NS(C)(=O)=O)cc3C(=O)N([C@@H](C)CO)C[C@H]2C)cc1,0[16.7 µM],-2,-9,-1,0.0,8,-1,-8
Cc1noc(C)c1S(=O)(=O)Nc1ccc2c(c1)CC(=O)N([C@@H](C)CO)C[C@@H](C)[C@@H](CN(C)Cc1ccc(Oc3ccccc3)cc1)O2,-1[16.7 µM],-2,-4,0,0.7,1,.,.
Cc1ccccc1-n1nnnc1SCC(=O)NNC(=O)c1ccc(NC(=O)CC#N)cc1,-10,4,6,1,-0.1,6,-2,-8
Cc1ccccc1-c1ccccc1[C@H]1[C@@H](C#N)N(C(=O)c2cccc(F)c2)[C@H]1CO,.,.,.,.,-0.1,-12,-5,-3
Cc1cc(C)nc(Sc2ccc(/C=C(\C#N)C(=O)Nc3ccccc3)o2)n1,5,5,-7,-1,.,-8,.,.
CC(C)c1ccc(NC(=O)c2ccccc2NC(=O)C2CCCCC2C(=O)O)cc1 (stereo not given),-3,-4,-4,0,0.2,10,7,-5
S=C(NCc1cccnc1)Nc1ccc(Cl)cc1Cl,.,.,.,.,2.7,6,-6,-26
COc1cccc(NC(=O)CN2CCN(c3ccccc3F)CC2)c1,-2,-14,1,1,.,-6,.,.
COc1ccccc1N1CCN(C(=O)c2ccc(NC3=NC4CS(=O)(=O)CC4S3)cc2)CC1 (stereo not given),.,-4,9,-1,.,.,3,-13
CC(C)N(Cc1cnn(C)c1)C(=O)c1ccc(OC2CCN(Cc3ccccn3)CC2)cc1,-7,3,-5,3,.,6,-5,-18
CCCSc1nc(SCC(=O)NCc2ccccc2)c2c3c(sc2n1)COC(C)(CC)C3 (stereo not given),-6,0,4,4,.,3,.,.
CS(=O)(=O)N1CCc2cc(S(=O)(=O)Nc3ccc4oc5c(c4c3)CCCC5)ccc21,34,-3,6,-4,.,-4,.,.
C[C@@H]1CCCCO[C@@H](CN(C)S(=O)(=O)c2ccc(F)cc2)[C@H](C)CN([C@@H](C)CO)C(=O)c2cc(NC(=O)Nc3ccc(C(F)(F)F)cc3)ccc2O1,0[16.7 µM],5,-2,4,.,1,-1,-7
CC(=O)C1=C(C)NC(SCC(N)=O)=C(C#N)C1c1cccnc1 (stereo not given),3,-5,-9,-14,.,16,.,.
Cc1cc(C)c(NC(=O)C(C)Sc2nc3ccc(N4C(=O)c5ccccc5C4=O)cc3s2)c(C)c1 (stereo not given),-12,-3,7,1,.,-4,.,.
O=C(Cn1cncc1-c1ccc([N+](=O)[O-])cc1)Nc1ccccc1F,10,-5,6,2,-1.4,.,-2,-10
O=C(c1ccccc1)c1ccc(OCC(O)CNCc2cccc(Cl)c2)cc1 (stereo not given),.,13,-2,1,-0.3,.,-4,6
# (list continues)
SMILES,miR122 inh,PglD DTNB,RAD54 branch,Cneo AK release,E-sel inducer,PGC1a acetyl inh,ERAP1 inh,RAD52 inh
CCOc1cc(C(=O)OCc2cc(=O)n3c(C)csc3n2)ccc1OC,.,-2,5,-2,0.5,.,3,-19
COc1ccc(CC(=O)Nc2c3c(nn2-c2ccccc2C)CS(=O)C3)cc1 (stereo not given),-3,-5,6,-1,.,-9,.,.
Cc1nc2c(N)nn(C)c2nc1C,.,1,6,-1,-0.1,.,-2,-8
CSc1ncccc1C(=O)OCC(=O)Nc1ccc(Cl)cn1,.,-1,-4,-2,.,.,-5,-5
COc1ccc(OC)c(C(C)NC(=O)C(C)Cc2ccccc2)c1 (stereo not given),6,-7,8,-5,-0.1,4,1,-5
COc1cccc(CC(=O)Nc2cc(S(=O)(=O)N3CCCCC3)ccc2C)c1,-8,4,2,14,.,-5,2,-13
O=C(O)c1ccc(C(=O)C(=O)c2ccccc2)cc1,5,-3,-10,2,1.2,-10,-4,-11
Cc1ccc(-c2ccc3c(c2)O[C@@H](CN(C)C(=O)NC(C)C)[C@@H](C)CN([C@@H](C)CO)S3(=O)=O)cc1,10[16.7 µM],-1,6,-7,0.0,3,-3,15
Cc1noc(C)c1NC(=O)Nc1ccc2c(c1)C(=O)N([C@H](C)CO)C[C@@H](C)[C@@H](CN(C)Cc1ccc(C(F)(F)F)cc1)OCCCC[C@@H](C)O2,8[16.7 µM],0,1,0,0.0,-2,-30,-6
COCCCN1C(=O)C(=O)/C(=C(/O)c2ccc(OC)cc2C)C1c1cccnc1 (stereo not given),-4,0,-14,0,.,1,.,.
Cc1ccc(C(=O)N/C(=C\c2ccc(-c3cccc([N+](=O)[O-])c3)o2)C(=O)NCCCN2CCOCC2)cc1,.,2,8,1,.,.,1,8
COCCOC(=O)C1=C(N)Oc2c(oc(CO)cc2=O)C1c1ccccc1F (stereo not given),-1,1,-2,0,.,-6,-3,-5
Cc1oc(/N=C/c2ccc(Cl)cc2)c(C#N)c1C,-6,-5,-29,-1,.,6,.,.
COc1ccc2c3c(n(C)c2c1)[C@H](CO)N(Cc1cccnc1)CC31CN(Cc2cccnc2)C1,.,.,.,.,0.4,-1,2,21
CN(CC(=O)NCCN1CCCCCC1)S(=O)(=O)c1cccc2nsnc12,1,-11,-1,-1,.,7,.,.
COc1cccc(C(=O)Nc2ccc3nc(N4CCOCC4)cc(C)c3c2)c1,5,-1,3,-2,0.0,-2,.,-33
CC1CCN(C2=NC(=O)/C(=C/c3ccccc3F)S2)CC1,0,5,7,-8,-0.4,1,2,-5
C/C=C/c1ccc2c(c1)O[C@H](CN(C)C(=O)c1ccncc1)[C@@H](C)CN([C@@H](C)CO)S2(=O)=O,-1[16.7 µM],3,1,1,1.6,3,3,-3
O=C(N[C@@H]1CC[C@@H](CCNS(=O)(=O)c2ccc(F)cc2)O[C@H]1CO)C1CCC1,.,-5,-1,1,0.1,1,0,4
CCCS(=O)(=O)NC(=O)C1(C)CCCN(C(=O)c2ccc(C(=O)OC)cc2)C1 (stereo not given),-3,4,2,0,1.0,2,0,-4
CCN1CCC(O)(C(C(=O)OC)c2ccccc2)CC1 (stereo not given),2,-1,0,-2,-0.1,-5,-7,-17
CC(=O)Nc1cccc(-n2nnc(SCC(=O)Nc3ccc(F)c(Cl)c3)n2)c1,1,-3,1,2,-0.2,14,4,-13
CC(C)NC(=O)N(C)C[C@@H]1Oc2ccc(NS(=O)(=O)c3ccc(Cl)cc3)cc2CC(=O)N([C@H](C)CO)C[C@H]1C,2[16.7 µM],-2,5,-2,10,4,4,-2
Cc1ccc(S(=O)(=O)Nc2ccc3c(c2)CC(=O)N([C@H](C)CO)C[C@@H](C)[C@@H](CN(C)S(=O)(=O)c2ccc(C)cc2)O3)cc1,-6[16.7 µM],1,-1,-1,-0.2,-11,-2,2
COc1ccc(CC(=O)NCc2n[nH]c(=S)n2C)cc1,-1,3,-2,1,-2.0,9,10,-13

# Reformatted tab-delimited: part of the list above
compound	miR122 inh	PglD DTNB	RAD54 branch	Cneo AK release	E-sel inducer	PGC1a acetyl inh	ERAP1 inh	RAD52 inh
CN(CC(=O)NCCN1CCCCCC1)S(=O)(=O)c1cccc2nsnc12	1	-11	-1	-1	.	7	.	.
COCCCN1C(=O)C(=O)/C(=C(/O)c2ccc(OC)cc2C)C1c1cccnc1 (stereo not given)	-4	0	-14	0	.	1	.	.

# Next section
SMILES,miR122 inh,PglD DTNB,RAD54 branch,Cneo AK release,E-sel inducer,PGC1a acetyl inh,ERAP1 inh,RAD52 inh
Cc1cc(Br)ccc1SCC(=O)OCC(=O)N1CCN(C(=O)c2ccco2)CC1,.,-7,-8,1,.,.,1,-9
COc1cccc(NC(=O)N[C@@H]2CC[C@H](CC(=O)N3CCOCC3)O[C@H]2CO)c1,.,16,0,-5,-0.2,4,-3,-13
CC(C)NC(=O)Nc1ccc2c(c1)C(=O)N([C@H](C)CO)C[C@@H](C)[C@@H](CN(C)C(=O)CCCN(C)C)OCCCC[C@@H](C)O2,-1[16.7 µM],0,-2,-2,-0.1,-4,-2,-7
CCOc1cc(/C=C2\N=C(C)OC2=O)cc(Cl)c1OCC(=O)OC,-3,4,-12,6,0.3,5,5,-11
C#CCOCCOCCOCCNc1nc(N2CCN(C(=O)[C@H]([C@@H](C)O)n3cc(CCCCN)nn3)CC2)nc(N2CCN(C(=O)[C@H](Cc3ccc(O)cc3)n3cc(CCO)nn3)CC2)n1,-2,-1,-23,1,-0.1,-20,.,10
CCN(CC)S(=O)(=O)c1ccc(NC(=O)COC(=O)c2ccc(-n3nc(C)cc3C)cc2)cc1,4,-3,-8,-4,.,-8,0,-10
N#Cc1cccc(-c2ccc(C3[C@@H]4CN(S(=O)(=O)c5ccc(F)cc5)C[C@H]3N4)cc2)c1 (stereo not given in full),.,.,.,.,0.1&0.1,3&2,2&2,13&-14
Clc1cccc(Cl)c1Cn1nnc(N2CCCC2)n1,0,5,-4,1,0.1,-1,.,-10
C/C(=N\Nc1ccc(S(N)(=O)=O)cc1[N+](=O)[O-])c1ccc2c(c1)OCO2,4,4,-17,-1,0.4,-33,4,-6
O=C(c1c[nH]c(C(=O)C(Cl)(Cl)Cl)c1)c1c(F)cccc1F,.,-2,-1,-1,0.0,3,1,-14
COCC(=O)N1CCCCN2[C@@H](CO)[C@H](c3ccc(-c4cccc(C)c4)cc3)[C@@H]2C1,4[16.7 µM],1,2,-2,-0.3,7,.,17
COc1cc(OC)cc(C(=O)NCC(=O)OCC(=O)Nc2ccc(C)c(S(=O)(=O)N3CCOCC3)c2)c1,2,0,1,.,1.3,6,1,-6
Cc1ccccc1OCC(=O)N/N=C/c1cccc(Oc2ccc([N+](=O)[O-])cc2[N+](=O)[O-])c1,12,-8,0,0,.,.,.,.
CC(=O)Nc1cccc2ncccc12,-6,1,9,-1,.,3,7,6
C/C(CC(=O)Nc1ccccc1[N+](=O)[O-])=N\NC(=O)COc1ccccc1C,3,4,1,0,.,6,.,.

# Sorted by value in PGC1a acetyl inh (descending): 6 of the compounds above.
structure,miR122 inh,PglD DTNB,PGC1a acetyl inh,ERAP1 inh,RAD52 inh
COCC(=O)N1CCCCN2[C@@H](CO)[C@H](c3ccc(-c4cccc(C)c4)cc3)[C@@H]2C1,4[16.7 µM],1,7,.,17
COc1cc(OC)cc(C(=O)NCC(=O)OCC(=O)Nc2ccc(C)c(S(=O)(=O)N3CCOCC3)c2)c1,2,0,6,1,-6
CCOc1cc(/C=C2\N=C(C)OC2=O)cc(Cl)c1OCC(=O)OC,-3,4,5,5,-11
COc1cccc(NC(=O)N[C@@H]2CC[C@H](CC(=O)N3CCOCC3)O[C@H]2CO)c1,.,16,4,-3,-13
CC(=O)Nc1cccc2ncccc12,-6,1,3,7,6
CC(C)NC(=O)Nc1ccc2c(c1)C(=O)N([C@H](C)CO)C[C@@H](C)[C@@H](CN(C)C(=O)CCCN(C)C)OCCCC[C@@H](C)O2,-1[16.7 µM],0,-4,-2,-7

# Compounds were not picked by outcome; 1.4% or so of the library scored in one or more.
